TRPC4 potent = positive allosteric modulators of TRPC4, primary screen, cell-based, mouse TRPC4beta, HEK293 mu-opioid, Fluo-4 calcium; Short transient receptor potential channel 4 (Mus musculus), Q9QUQ5; DAMGO EC20, Fluo-4 Ca2+ flux; active compounds read high; B-score at 10 µM; actives 0.42% (n = 310,000); AID 2227, 2009;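 active = B-score of calcium response area above 5 SD of library B-scores, with initial fluorescence ratio within 5 SD of library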;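 also: B-score of integrated fluorescence ratio over time as area under calcium response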
TRPC4 agonist = activators of mouse TRPC4 channel, primary screen, Fluo4 calcium, HEK293 TRPC4beta/mu-opioid cells; Short transient receptor potential channel 4 (Mus musculus), Q9QUQ5; Fluo4 calcium fluorescence; active compounds read high; B-score at 10 µM; actives 0.49% (n = 310,000); AID 2237, 2010;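 active = B-score above 5 SD of library B-scores, and initial fluorescence ratio not above library mean plus 5 SD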;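 also: positive B-score marks a calcium rise read as TRPC4 activation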
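Technique: kinetic Fluo4 calcium fluorescence; Test system: TRPC4beta and mu-opioid receptor HEK293 stable cells; Measure: B-scored integrated calcium fluorescence ratio; Benchmarks: low control buffer alone, high control maximal DAMGO; Schedule: 45 min room-temperature Fluo4 loading, 110 s read.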
KCNK9 inh = KCNK9 potassium channel inhibitors, primary screen, HEK293 cells, thallium flux. FluxOR thallium flux fluorescence; active compounds read low. AID 488922, 2010. B-score at 10 µM. actives 1.2% (n = 310,000);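 active = ratio B-score over 3 SD below the library mean, with starting fluorescence within 5 SD of its mean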;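 also: negative B-score means less thallium flux so channel inhibition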
Target sequence (Q9NPC2 whole entry, looked up): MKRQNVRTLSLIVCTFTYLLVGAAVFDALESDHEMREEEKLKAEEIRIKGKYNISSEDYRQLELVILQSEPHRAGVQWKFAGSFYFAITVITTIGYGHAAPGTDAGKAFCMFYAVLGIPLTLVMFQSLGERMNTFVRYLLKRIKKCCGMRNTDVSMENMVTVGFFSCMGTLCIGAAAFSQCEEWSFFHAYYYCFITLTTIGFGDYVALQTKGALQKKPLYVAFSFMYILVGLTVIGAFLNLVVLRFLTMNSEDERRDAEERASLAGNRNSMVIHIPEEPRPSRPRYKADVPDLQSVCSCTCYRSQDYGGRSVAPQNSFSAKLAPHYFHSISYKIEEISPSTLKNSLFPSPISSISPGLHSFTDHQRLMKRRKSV
KCNK3 block = human KCNK3 channel inhibitors, primary screen, CHO cells, FluxOR thallium flux, B-score. FluxOR fluorescence; active compounds read low. B-score at 10 µM. actives 0.84% (n = 340,000). AID 602410, 2012;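 active = B-score under library mean minus 4 SD, starting fluorescence ratio at most library mean plus 5 SD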;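 also: more negative B-score means stronger inhibition of thallium flux through KCNK3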
Target sequence (O14649 whole entry, looked up): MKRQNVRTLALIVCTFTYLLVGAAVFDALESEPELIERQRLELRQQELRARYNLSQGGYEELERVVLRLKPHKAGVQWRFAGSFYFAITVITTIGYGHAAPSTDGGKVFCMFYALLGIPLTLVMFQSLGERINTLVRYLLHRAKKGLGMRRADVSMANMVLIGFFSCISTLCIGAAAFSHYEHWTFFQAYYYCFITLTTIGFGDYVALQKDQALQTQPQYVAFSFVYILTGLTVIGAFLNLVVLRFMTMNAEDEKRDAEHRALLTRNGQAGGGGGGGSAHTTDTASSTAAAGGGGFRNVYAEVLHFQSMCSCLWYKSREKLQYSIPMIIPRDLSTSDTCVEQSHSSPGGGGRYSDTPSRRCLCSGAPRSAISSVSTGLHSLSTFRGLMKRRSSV
KCNQ1 pot = potentiators or activators of KCNQ1 channel, primary screen, cell-based, thallium flux, high-throughput; actives 0.35% (n = 310,000); AID 2648, 2010; B-score at 10 µM; Potassium voltage-gated channel subfamily KQT member 1 (Homo sapiens), P51787; CHO-K1 KCNQ1, thallium flux FluxOR fluorescence; active compounds read high;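 active = fluorescence ratio B-score, a plate-corrected score, at least three library SD, with initial intensity B-score within 5 SD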
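System: CHO-K1 cells stably expressing KCNQ1 / Medium: assay buffer for compound exposure, DMSO matched across wells / Reagent: thallium- and potassium-containing depolarizing buffer / Compound: one concentration, matched DMSO / Incubation: 20 min compound pretreatment at room temperature / Measured by: kinetic FluxOR fluorescence, 10 s baseline plus 110 s post-stimulus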
DYRK1A inh = rat Dyrk1A kinase inhibitors, primary screen, biochemical, single point, plate reader | inhibition, % at 12.5 µM | Dual specificity tyrosine-phosphorylation-regulated kinase 1A (Rattus norvegicus), Q63470 | AID 504441, 2011 | actives 0.43% (n = 310,000) | ADP-Glo luminescence, NFATc1 peptide; in the data active = inhibition above about 50%;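 also: plate controls were vehicle with enzyme for no effect and no enzyme for full effect; many of its hits are not listed in these tables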
KCNQ1 inh = inhibitors of human KCNQ1 channel, primary screen, cell-based, thallium flux, high-throughput | Potassium voltage-gated channel subfamily KQT member 1 (Homo sapiens), P51787 | actives 1.3% (n = 310,000) | B-score at 10 µM | CHO-K1 KCNQ1, FluxOR thallium flux fluorescence; active compounds read high;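 active = compounds whose thallium flux B-score, printed positive for inhibition, exceeds three library SD while starting fluorescence stays within three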;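 also: channel opened by potassium depolarization with thallium stimulus after 20 min compound exposure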
Platelet DG rel = inhibitors of platelet dense granule secretion, primary screen, cell-based, MLPCN, human platelets. human platelet-rich plasma, SFLLRN dense granule ATP release, luminescence. inhibition, %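 (compounds screened at 7.5 µM in platelet-rich plasma)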. actives 0.22% (n = 300,000);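 active = mean replicate score, as percent of positive control, at or above 50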
hERG rescue = hERG rescue from dofetilide block, primary screen, cell-based, CHO-hERG, FluxOR thallium flux, dofetilide IC70; dofetilide IC70 present; activation (rescue from dofetilide block), less the hit threshold, % at 10 µM; actives 0.51% (n = 310,000);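 active = activation above the mean of controls blocked by dofetilide plus 5 SD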;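 also: thallium influx through hERG after potassium depolarization seen as dye fluorescence rise; in these data hits start at about 4.7%; inactives centre near -7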
PolyA inh = polyadenylation inhibitors in yeast reporter cells, primary screen, luminescence, S. cerevisiae | actives 0.02% (n = 300,000) | AID 1875, 2009 | calls only at 12 µM | S. cerevisiae SKY197-pL101 polyadenylation reporter, beta-gal luminescence; efflux-impaired pdr1/pdr3 knockout yeast; score 100 = 6 SD above DMSO;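 active = lowest replicate activity score at least 50, where 100 means six control SD above control mean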;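 also: yeast exposed to compound for 9 h at 30 °C; higher score means more reporter readthrough which indicates perturbed polyadenylation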
TRPC4 block = inhibitors of mouse TRPC4 channel, primary screen, Fluo4 calcium, HEK293 TRPC4beta/mu-opioid cells. DAMGO-evoked Fluo4 calcium flux; active compounds read low. Short transient receptor potential channel 4 (Mus musculus), Q9QUQ5. AID 2247, 2010. actives 0.39% (n = 300,000). B-score at 10 µM;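 active = B-score over 3 SD under the library average, no early fluorescence shift, positive overall ratio signal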
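Assay system: Stable TRPC4beta/mu-opioid receptor HEK293 cells | Reagent: DAMGO in two steps, submaximal then maximal | Compound dosing: Single concentration per test compound | Signal: Fluo4 Ca2+ flux fluorescence | Evaluation: Per-well B score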
Numbers without * were called inactive; i = inactive; / = no result given; & = joins results of further samples.

Each structure is followed by: TRPC4 potent	TRPC4 agonist	KCNK9 inh	KCNK3 block	KCNQ1 pot	DYRK1A inh	KCNQ1 inh	Platelet DG rel	hERG rescue	PolyA inh	TRPC4 block
> N/C(=N\OC(=O)CC1CCCCC1)c1cccc([N+](=O)[O-])c1
 : i	i	i	i	i	-5	i	4	-13	i	i
> Cc1cccc(OCC(=O)Oc2ccc(Cl)cc2)c1
 : i	i	i	i	i	/	i	7	-5	i	i
> Cc1ncc(CO)c(CNc2ccc(-c3nc4ccccc4[nH]3)cc2)c1O
 : i	i	i	i	i	2	i	1	-11	i	i
> c1ccc2c(-n3cnnn3)cccc2c1
 : i	i	i	i	i	9	i	-4	-13	i	i
> O=C1CC2c3ccccc3C1C1C(=O)N(Cc3ccccc3)C(=O)C21 (centres undefined)
 : i	i	i	i	i	/	i	5	-13	i	i
> COc1ccc(NC(=O)c2cc(-c3cccs3)on2)cc1OC
 : i	i	i	i	i	15	i	8	-10	i	i
> O=C(O)c1cc(O)c2c(c1)[C@H]([C@H]1c3cc(C(=O)O)cc(O)c3C(=O)c3c(O[C@@H]4O[C@H](CO)[C@@H](O)[C@H](O)[C@H]4O)cccc31)c1cccc(OC3O[C@H](CO)[C@@H](O)[C@H](O)[C@H]3O)c1C2=O (some centres undefined)
 : i	i	i	i	i	14	i	2	-5	i	i
> Cc1ccc(C(=O)Nc2c[nH]c(=O)[nH]c2=O)cc1
 : i	i	i	i	i	-3	i	3	0	i	i
> Cc1ccc(C(=O)C(C)OC(=O)c2cc(=O)[nH]c3ccccc23)cc1 (centres undefined)
 : i	i	i	i	i	-6	i	-35	-9	i	i
> Cc1cccc(N(C(=O)CCC(=O)Nc2cc(C)on2)C(C(=O)NC2CCCC2)c2ccccc2)c1 (centres undefined)
 : i	i	i	i	i	2	i	6	-5	i	i
> C=CCNC(=O)c1cccn1-c1ccsc1C(=O)OC
 : i	i	i	i	i	-1	i	-8	-7	i	i
> COc1cc(OC)c(C(=O)Nc2ccc(C(=O)c3ccccc3)cc2)cc1OC
 : i	i	i	i	i	-6	i	-8	-12	i	i
> COc1ccc(CC(=O)NCc2nnc(SCCOc3ccccc3)n2C)cc1
 : i	i	i	i	i	2	i	-1	-5	i	i
> CCn1c(COc2ccc3c(c2)OCO3)nnc1SCC(=O)c1ccccc1
 : i	i	i	i	i	-9	i	3	-11	i	i
> Cc1ccc(S(=O)(=O)N(Cc2ccccc2)c2ccccn2)cc1[N+](=O)[O-]
 : i	i	i	i	i	5	i	-6	-5	i	i
> S=c1[nH]nc(C2CCCCC2)n1/N=C/C=C/c1ccccc1
 : i	i	i	i	i	-2	i	2	-4	i	i
> COC(=O)N/N=C(\C)c1ccc(-n2ccnc2)cc1
 : i	i	i	i	i	-4	i	6	-3	i	i
> Cc1cc(C(=O)N/N=C/c2cc(Br)cc(Br)c2OC(=O)c2cccc(F)c2)n[nH]1
 : i	i	i	i	i	0	i	2	-3	i	i
> Cc1cc(CSc2ccccc2)ccc1NC(=O)c1ccc(CN2CCOCC2)cc1
 : i	i	i	i	i	2	i	-3	-4	i	i
> COCCNC(=S)c1ccc(Br)cc1
 : i	i	i	i	i	-6	i	0	-7	i	i
> O=C(Nc1ccccc1)c1cc2ccccc2o1
 : i	i	i	i	i	4	i	44	-8	i	i
> CCOC(=O)c1ccc(NC(=S)NCCC2=CCCCC2)cc1
 : i	i	i	i	i	4	i	-11	-10	i	i
> Cc1c(NC(=O)c2ccc(S(=O)(=O)N3CC(C)OC(C)C3)cc2)c(=O)n(-c2ccccc2)n1C (centres undefined)
 : i	i	i	i	i	-2	i	-4	-5	i	i
> O=[N+]([O-])c1cccnc1N1CCN(c2ccc(F)cc2)CC1
 : i	i	i	i	i	/	i	-1	-11	i	i
> Cc1ccc(NC(=O)CN2CCCN(S(=O)(=O)c3ccc(Br)s3)CC2)cc1
 : i	i	i	i	i	5	i	4	-11	i	i
> COc1ccc(C(=O)NC(=S)Nc2ccc3[nH]c(=O)[nH]c3c2)cc1
 : i	i	i	i	i	-1	i	5	-2	i	i
> Cc1ccc(S(=O)(=O)Nc2ccc3oc(=O)sc3c2)c(C)c1
 : i	i	i	i	i	1	i	3	-13	i	i
> Cc1ccn2c(=O)nc(SCC(=O)Nc3cc(C)on3)nc2c1
 : i	i	i	i	i	9	i	-10	-9	i	i
> O=C(O)C1CCCCC1C(=O)Nc1cccc(C(=O)N2CCCCC2)c1 (centres undefined)
 : i	i	i	i	i	0	i	0	-6	i	i
> Cc1ccc(NC(=S)Nc2c(C)n(C)n(-c3ccccc3)c2=O)cc1Cl
 : i	i	i	i	i	3	i	6	-12	i	i

The list continues:
Each structure is followed by: TRPC4 potent	TRPC4 agonist	KCNK9 inh	KCNK3 block	KCNQ1 pot	DYRK1A inh	KCNQ1 inh	Platelet DG rel	hERG rescue	PolyA inh	TRPC4 block
> COC(=O)c1ccc(C2C(C#N)=C(N)Oc3cc(O)ccc32)cc1 (centres undefined)
 : i	i	i	i	i	9	i	10	61*	i	i
> CS(=O)(=O)N(Cc1ccc(Cl)cc1)c1ccc(C(=O)NCCSCc2ccco2)cc1
 : i	i	i	i	i	5	i	5	-6	i	i
> COc1ccc(C(=O)N2CC3(C)C4CCC3(C)C2(C#N)C4)cc1OC (centres undefined)
 : i	i	i	i	i	/	i	0	-4	i	i
> CCc1nnc(NC(=O)CSc2nccn2-c2cc(C)cc(C)c2)s1
 : i	i	i	i	i	10	i	1	-9	i	i
> O=[N+]([O-])c1ccc(-c2n(-c3ccccn3)c3ccccc3[n+]2-c2ccccn2)cc1
 : i	i	i	i	i	-6	i	1	-13	i	i
> CCOc1ccccc1NC(=O)C(=O)CC(=O)c1ccc(OC)cc1
 : i	i	i	i	14*	0	i	-8	15*	i	i
> COc1ccc(S(=O)(=O)N2CCOC23CCN(S(=O)(=O)c2cc(F)ccc2F)CC3)cc1
 : i	i	i	i	i	-12	i	-1	-7	i	i
> N#CC(C(=O)NCc1ccccc1)c1nc2ccccc2nc1N1CCCC1 (centres undefined)
 : i	i	i	i	i	3	i	1	-10	i	i
> COc1ccc(CCN=C(N)C(C)c2ccccc2)cc1OC (centres undefined)
 : i	i	i	i	i	-5	i	-5	-10	i	i
> CCc1c(C)nc(SCC(=O)Nc2cccc(Br)c2)[nH]c1=O
 : i	i	i	i	i	1	i	-2	1	i	i
> O=[N+]([O-])c1ccccc1NCc1ccccc1Cl
 : i	i	i	i	i	/	i	9	2	i	i
> COc1cc(SC)ccc1C(=O)NCCOc1ccccc1Cl
 : i	i	i	i	i	10	i	-5	-15	i	i
> CC(C)(CNC(=O)c1ccc(Br)o1)CNC(=O)c1ccc(Br)o1
 : i	i	i	i	i	-13	i	-2	-9	i	i
> Cc1ccc(C(=O)COC(=O)c2cc(Cl)ccc2O)cc1[N+](=O)[O-]
 : i	i	i	i	i	0	i	11	-9	i	i
> C=CCOc1cccc(C2C(C(=O)c3ccc(C)o3)=C(O)C(=O)N2c2nnc(C)s2)c1 (centres undefined)
 : i	i	i	i	i	/	11*	0	-11	i	i
> COc1ccc(CCNC(=O)CCn2c(SCC(=O)N3CCCC3)nc3ccccc3c2=O)cc1OC
 : i	i	i	i	i	0	i	0	-9	i	i
> CN1CCN(CC(=O)Nc2ccccc2[N+](=O)[O-])CC1
 : i	i	i	i	i	3	i	4	-5	i	i
> Cn1c(=O)c(C(=O)c2ccccc2)nc2ccccc21
 : i	i	i	i	i	-6	i	20	-11	i	i
> Cc1cc(=O)[nH]c(SCC(=O)N2c3ccccc3CC2C)n1 (centres undefined)
 : i	i	i	i	i	2	i	-2	-9	i	i
> O=C1CCC(C(=O)NCCCn2ccnc2)N1 (centres undefined)
 : i	i	i	i	i	4	i	2	-3	i	i
> CC(C)OP(=O)(c1ccc(N(C)C)cc1)C(O)c1ccncc1 (centres undefined)
 : i	i	i	i	i	4	i	3	-10	i	i
> CC(C)c1nc(C(=O)N2CCCC(CCC(=O)N(C)CCc3ccccn3)C2)cs1 (centres undefined)
 : i	i	i	i	i	2	i	8	-5	i	i
> CC(C)Cn1cnc2c1c(=O)n(CC(=O)NN)c(=O)n2Cc1ccccc1
 : i	i	i	i	i	-5	i	-3	-7	i	i
> CC12CCC(C(=O)O)(C/C1=N\O)C2(C)C (centres undefined)
 : i	i	i	i	i	-1&0	i	-3&-3	-4&-6	i	i
> CC1Oc2ccccc2N(CC(=O)NCCCN2CCOCC2)C1=O (centres undefined)
 : i	i	i	i	i	-3	i	-7	-8	i	i
> OC(c1nc2ccccc2[nH]1)C(O)c1nc2ccccc2[nH]1 (centres undefined)
 : i	i	i	i	i	5	i	-2	-3	i	i
> CCOc1ccc(CCNC(=O)C2CCN(c3nn4c(=O)cc(C)nc4s3)CC2)cc1OCC
 : i	i	i	i	i	1	i	6	-12	i	i
> CC(C)CNC(=O)COc1ccc(Sc2ccc(OCC(=O)NCC(C)C)cc2)cc1
 : i	i	i	i	i	-12	i	-5	-10	i	i

From PubChem

Not all compounds are listed; rates above refer to the full screens.
